# LYP phosphatase – inhibitors of LYP phosphatase, biochemical, fluorescence intensity, uHTS (AID 1779); Tyrosine-protein phosphatase non-receptor type 22 (Homo sapiens); recombinant LYP phosphatase, fluorescence intensity; higher % means a stronger effect; inhibition, % at 11.5 µM; hits with a dose series show IC50 in µM; 0.054% of 290,000 active; in the data active = inhibition above about 50%;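 also: plate controls were vehicle with enzyme for no effect and no enzyme for full effect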
# PhoP inhibition – inhibitors of PhoP regulon expression, primary screen, Salmonella Typhimurium, GFP reporter (AID 1863); S. Typhimurium PhoP-regulated promoter GFP reporter, 4 h; higher % means a stronger effect; inhibition, % at 50 µM; hits with a dose series show IC50 in µM; 0.16% of 300,000 active;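 active = inhibition over 29.93%, a cutoff 3 SD above the screen mean, later confirmed by dose response; inconclusive = inhibition over 29.93% but no dose response follow-up; inactive = inhibition at most 29.93% or unconfirmed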;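 also: 0% = low Mg2+ inducing control and 100% = high Mg2+ repressing control; strong numbers were not always called active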
# Myeloid diff MLP – induction of myeloid progenitor differentiation, primary screen, cell-based, flow cytometry, MLPCN library; ER-HoxA9 myeloid progenitors, lysozyme-GFP differentiation; calls only at 10 µM; 1% of 360,000 active; AID 624256, 2012;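 active = normalized GFP-positive differentiation at or above the plate's own cutoff, the solvent-only control mean plus 3 SD; inconclusive = no clear call, values can overlap the other calls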;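 also: cells exposed to compound for four days before flow analysis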
# HIV fusion peptide – inhibitors of HIV fusion peptide binding, primary screen, biochemical, uHTS, fluorescence dequenching (AID 1986) | cell-free peptide binding, fluorescence dequenching, 30 min; higher % means a stronger effect | inhibition, % at 20 µM; hits with a dose series show IC50 in µM | 0.3% of 290,000 active; in the data active = inhibition mostly above about 52%, no sharp cut-off; inactive = mostly below about 76%; also: some results filed as inactive read as strong as hits
# NTR1 ag – agonists of NTR1, primary screen, imaging, U2OS cells, beta-arrestin-GFP, high content (AID 493036); NTR1-U2OS beta-arrestin-GFP spot imaging, agonist mode; Neurotensin receptor type 1 (Homo sapiens), P30989; activation, % at 20 µM; 0.17% of 330,000 active;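 active = activation at or above 40% of the spot to cytoplasm intensity ratio, with at least 20 cells analyzed; inconclusive = wells under 20 cells, flagged as cytotoxic or low count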;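 also: 0% = DMSO without peptide and 100% = 100 nM NTR1 peptide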
# Target sequence (P30989 whole entry, looked up): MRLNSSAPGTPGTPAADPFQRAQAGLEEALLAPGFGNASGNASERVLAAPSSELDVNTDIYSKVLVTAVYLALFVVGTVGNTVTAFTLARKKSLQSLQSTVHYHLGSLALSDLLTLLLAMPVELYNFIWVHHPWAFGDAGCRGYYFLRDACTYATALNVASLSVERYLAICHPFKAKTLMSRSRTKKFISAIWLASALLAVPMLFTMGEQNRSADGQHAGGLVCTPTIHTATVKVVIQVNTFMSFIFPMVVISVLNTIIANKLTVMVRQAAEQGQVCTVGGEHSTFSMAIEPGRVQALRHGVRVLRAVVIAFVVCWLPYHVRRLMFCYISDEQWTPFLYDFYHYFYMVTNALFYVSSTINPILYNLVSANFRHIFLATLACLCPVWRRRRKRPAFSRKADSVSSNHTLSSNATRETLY
# GPR55 antagonists – GPR55 antagonists blocking LPI-driven arrestin recruitment, primary screen, imaging, U2OS, beta-arrestin-GFP, LPI agonist (AID 2013) | inhibition, % at 10 µM; hits with a dose series show IC50 in µM | 0.13% of 290,000 active | U2OS GPR55 beta-arrestin-GFP translocation imaging, LPI antagonism; higher % means a stronger effect | G-protein coupled receptor 55 (Homo sapiens);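 active = spots per cell inhibited over 60%, with over 100 cells counted and total cytoplasm intensity under 500,000; inconclusive = wells with under 100 cells, flagged as likely toxic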;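 also: U2OS cells stably carrying GPR55 and arrestin-GFP stimulated by 5 µM LPI near EC80; imaged beta-arrestin-GFP aggregate spots per cell after agonist stimulation; plate controls were LPI-stimulated DMSO wells for no effect and DMSO wells without LPI for full effect; some results filed as inactive read as strong as hits; confirmed hits need IC50 under 10 µM and bright autofluorescent wells are also inconclusive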
# Siah-1 displacement – Siah-1 peptide-binding antagonists, primary screen, biochemical, fluorescence polarization, rhodamine-plectin, uHTS (AID 1817); displacement, % at 20 µM; hits with a dose series show IC50 in µM; 0.02% of 290,000 active; Siah-1 / rhodamine-plectin peptide fluorescence polarization; higher % means a stronger effect; E3 ubiquitin-protein ligase SIAH1 (Homo sapiens);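 active = displacement of at least 50% at 20 µM, with a fluorescence ratio check between 0.3 and a set limit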;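 also: plate controls were Siah plus tracer with DMSO for no effect and tracer alone without Siah for full effect; strong numbers were not always called active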
# MgcRacGAP inhibition – MgcRacGAP GTPase-activating activity inhibitors, confirmation, biochemical, ADP Hunter fluorescence; Rac GTPase-activating protein 1 (Homo sapiens); MgcRacGAP-stimulated Rac1 GTP hydrolysis, ADP Hunter fluorescence; higher % means a stronger effect; GST-tagged Rac1 F28L mutant substrate; inhibition, % at 30 µM; hits with a dose series show IC50 in µM; 0.6% of 340,000 active;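 active = first-screen hits whose inhibition reached a set limit at any dose in the follow-up dose series; inconclusive = inhibition above the set first-screen limit but never retested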;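 also: fluorescence reports GDP produced by GAP-driven GTP hydrolysis; strong numbers were not always called active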
# GPR35 arrestin U2OS – GPR35 antagonists blocking zaprinast-driven arrestin recruitment, primary screen, imaging, U2OS, beta-arrestin-GFP, zaprinast agonist (AID 2058) | G-protein coupled receptor 35 (Homo sapiens) | U2OS GPR35 beta-arrestin-GFP translocation imaging, zaprinast antagonism; higher % means a stronger effect | one-dose inhibition, % at 10 µM; IC50 in µM for titrated hits | 0.052% of 290,000 active;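 active = inhibition of at least 50% with at least 30 cells and total cytoplasm GFP at most 10,000,000; inconclusive = under 30 cells or total GFP of 10,000,000 plus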
# NTR1 ag cell count 20 µM – recorded beside NTR1 ag, whose call it bears; cell count; measured here: cell count, cytotoxicity flag
# Myeloid diff MLP GFP+ MAC1+ % – recorded beside Myeloid diff MLP, whose call it bears; GFP+ MAC1+ double positive, %; measured here: differentiation confirmed by MAC1 staining
# * marks the source's active call; other numbers are inactive results; i = inactive; ? = inconclusive; nt = no result given; + = active, no number; & = joins results of further samples.
structure,LYP phosphatase,PhoP inhibition,Myeloid diff MLP,Myeloid diff MLP GFP+ MAC1+ %,HIV fusion peptide,NTR1 ag,NTR1 ag cell count 20 µM,GPR55 antagonists,Siah-1 displacement,MgcRacGAP inhibition,GPR35 arrestin U2OS
CCOC(=O)N1CCN(C(=O)c2c[nH]c3ccc(S(=O)(=O)N(C)c4ccc(F)cc4)cc3c2=O)CC1,-11%,-4%,i,1.6,1.9%,1.2,45,20%,1%,11%,6%
O=C(/C=C/c1ccccc1[N+](=O)[O-])N1CCCCC1,-2%,-4%,i,0.5,1.6%,0.1,88,7%,21%,7%,1%
Cc1ccc2nc(SCC(=O)NC3CC3)[nH]c2c1,-6%,-8%,i,0.0,1.7%,0.9,56,13%,5%,5%,6%
COCCNC(=S)NNc1cccc(C(=O)O)c1,-8%,0%,i,0.6,-0.9%,3.0,55,18%,9%,1%,-1%
O=C(c1ccco1)N1CCN(C2CC(=O)N(c3ccccc3)C2=O)CC1 (centres undefined),-5%,4%,i,1.1,-0.8%,-0.9,70,8%,16%,2%,0%
Cc1ccc(NC(=O)CN(CCc2ccccc2)S(C)(=O)=O)cc1,-8%,-1%,i,1.1,0.1%,1.4,59,4%,-5%,0%,-10%
CC(C)CN1CCNC(=O)C1CC(=O)NCCCN1CCCc2ccccc21 (centres undefined),-5%,3%,i,0.9,1.9%,1.1,62,-3%,0%,1%,16%
CCCn1c(=O)c(C(=O)NNC(=O)c2cccc([N+](=O)[O-])c2)c(O)c2ccccc21,-8%,4%,i,0.9,5.8%,1.3,56,-3%,2%,4%,0%
CCOC(=O)N1CCN(C(=O)c2ccc3c(c2)N(C)C(=O)/C(=C\c2ccc(OCC)c(OC)c2)S3)CC1,-12%,-2%,?,nt,-0.7%,5.0,60,-24%,-1%,5%,12%
COc1ccc(CCC(=O)Nc2ccc(S(=O)(=O)N3CCOCC3)cc2)cc1,-10%,2%,i,0.4,0.4%,3.0,58,17%,2%,3%,10%
COC(=O)C(Cc1c[nH]c2ccccc12)NC(=O)c1cccs1 (centres undefined),-5%,-1%,i,0.4,-0.6%,0.0,47,-11%,2%,10%,23%
O=C(CCN1C(=O)[C@@H]2Cc3ccccc3CN2C1=O)NCCc1ccccc1,-7%,-2%,i,1.6,0.0%,-0.8,67,1%,-2%,13%,10%
CC(C)c1ccc(NC(=O)C2CSC3(C)CCC(=O)N23)cc1 (centres undefined),-6%,-1%,i,1.2,0.7%,-0.6,62,8%,2%,5%,0%
COc1ccc2cc1Oc1ccc(cc1)C[C@H]1c3cc(c(OC)cc3CCN1C)Oc1c(O)c(OC)cc3c1[C@H](C2)N(C)CC3,-6%,11%,nt,nt,0.3%,16,89,20%,-2%,nt,0%
Cc1c(O)ccc(/C(Cc2ccc3ccccc3n2)=N\N)c1O,-8%,-2%,+,0.6*,2.6%,7.3,61,-6%,-5%,15%,4%
COc1ccc2ccc(OC)c(/C=N/n3cnnc3)c2c1,-8%,-4%,i,0.3,-0.1%,1.4,52,8%,-9%,4%,4%
CC(C)=C1SC(N2CCN(Cc3ccccc3)CC2)=NC1=O,-7%,-9%,i,0.3,-1.5%,1.9,91,8%,3%,2%,15%
CCNC(=O)COC(=O)CCNC(=O)c1cccc(C)c1,-8%,-11%,i,0.3,-1.0%,-0.4,51,2%,-4%,4%,-5%
COc1ccc(CCC(C)N2CCOCC2)cc1 (centres undefined),-10%,-3%,i,0.8,0.6%,1.7,75,4%,13%,-10%,-17%
CCOc1ccc(NC(=O)CC(C)S(=O)(=O)c2ccc3c(c2)NC(=O)CO3)cc1 (centres undefined),-6%,-5%,i,0.0,-0.8%,0.1,48,-7%,2%,20%,-8%
Cc1ccc(C(=O)NC2CC3CCCC(C2)N3C(=S)NCc2ccco2)cc1 (centres undefined),4%,0%,i,0.3,5.1%,1.2,36,2%,1%,2%,-11%
O=C(Cn1ccc2cc(S(=O)(=O)N3CCCCC3)ccc21)NCc1ccccc1F,-8%,-5%,i,1.1,1.5%,2.2,55,3%,12%,8%,0%
CC(C)C(=O)N1CCC(CN=CC2=C(O)CC(C)(C)CC2=O)CC1,0%,1%,i,1.0,0.1%,-0.9,56,7%,-1%,10%,-7%
COc1ccccc1C(=O)NC(=S)Nc1ccc(N2CCCC2)cc1,-1%,8%,i,0.4,-1.0%,3.3,47,10%,6%,7%,4%
CCc1ccc(NC2=CC(=O)CC(C)(C)C2)cc1,-6%,8%,i,0.5,-0.4%,0.1,100,-3%,-1%,8%,7%
CCOc1ccc(N(CC(=O)NCc2ccccc2Cl)S(=O)(=O)c2c(C)[nH]c(=O)[nH]c2=O)cc1,-7%,0%,i,3.6,0.5%,1.6,55,8%,7%,12%,-4%
Cc1cc(OCC(=O)NCCN2CCOCC2)c2c(C)c(C)c(=O)oc2c1,0%,-4%,i,0.0,1.2%,0.6,73,9%,1%,2%,1%
COc1ccc(C2OCC3(CO2)SC(=O)NC3=O)cc1 (centres undefined),0%,-4%,i,0.7,0.4%,3.1,49,4%,-3%,6%,8%
Cc1ccc(-c2csc3ncn(Cc4ccc(C(=O)O)cc4)c(=O)c23)cc1C,1%,-1%,i,0.8,14%,0.1,46,3%,1%,11%,-4%
CCN(C(=O)c1ccc(C)c(Br)c1)c1ccccc1,0%,-4%,i,0.0,0.5%,2.3,72,58%,0%,4%,13%
Cc1cccc(C(=O)NCC(C)NC(=O)c2cccc(C)c2)c1 (centres undefined),-2%,-6%,i,0.6,1.1%,3.9,61,-9%,0%,10%,2%
CCOC(=O)CC(=O)CSc1ncnc2c1nnn2-c1ccc(OC)cc1,4%,-2%,i,0.2,2.1%,-0.6,71,7%,7%,4%,2%
O=C(O)C1CCCN1C(=O)Nc1ccc(F)cc1 (centres undefined),3%,-4%,i,1.2,-1.0%,0.2,82,-4%,-2%,2%,-4%
CC(Oc1ccc2c(-c3ccccc3)cc(=O)oc2c1)C(=O)NCC1CCC(C(=O)O)CC1 (centres undefined),-8%,-1%,i,2.2&2.0,-0.7%,0.5&-3.5,95&88,14%,2%,2%&3%,-6%
O=C(NCc1cccnc1)Nc1ccc(Cl)c(Cl)c1,-12%,5%,i,0.3,1.3%,-1.0,64,-12%,1%,6%,-6%
CCn1c(C)[n+](CC)c2ccc(S(=O)(=O)NC)cc21,-8%,-5%,i,0.0,0.2%,0.5,41,6%,-1%,2%,15%
Cc1cccc(NC(=O)C2CCN(S(=O)(=O)c3ccc(Cl)cc3)CC2)n1,nt,3%,i,1.0,nt,-0.5,53,nt,nt,-3%,nt
NC(=O)c1ccc(=O)n(Cc2ccc(F)c(F)c2)c1,4%,-10%,i,0.7,1.6%,-0.3,85,2%,0%,nt,-8%
CN(C(=O)COC(=O)c1cc2c(s1)CCCCC2)C1CCS(=O)(=O)C1 (centres undefined),-7%,-5%,i,2.6,0.9%,0.1,76,18%,2%,6%,2%
CCOC(=O)c1sc2nc(CC(=O)OC)nc(NCCN(CC)CC)c2c1C,-5%,-4%,i,5.4,-1.3%,-0.1,84,-2%,2%,8%,4%
O=C(c1ccc2c(c1)N(Cc1ccccc1)C(=O)CS2)N1CCOCC1,-8%,-5%,i,4.1,-3.1%,-1.3,49,2%,-2%,2%,12%
CCCn1c(C(Cc2ccccc2)NC(=O)COC)nc2ccccc21 (centres undefined),-6%,4%,i,1.9,-0.4%,0.1,67,9%,2%,0%,-11%
O=C(CC1S/C(=N\S(=O)(=O)c2ccccc2)N(c2ccccc2)C1=O)Nc1ccc(F)cc1 (centres undefined),-3%,-8%,i,1.0,13%,1.4,45,4%,20%,12%,-19%
C=CCNCC(=O)Nc1ccccc1SCC(=O)Nc1ccsc1C(=O)OC,-2%,-9%,i,0.1,0.2%,-1.2,76,6%,3%,12%,4%
O=S(=O)(Nn1c(O)c(C=C2N=c3ccccc3=N2)sc1=S)c1ccccc1,10%,-1%,i,0.1,38%,-0.7,47,15%,-5%,8%,-6%
CC(NC(N)=O)C(=O)OCc1ccc(Cl)cc1Cl (centres undefined),-8%,-4%,i,1.7,-1.6%,1.6,51,-6%,-6%,7%,0%
COc1ccc2c(c1)c(CC(=O)Nc1ccccc1OC)c(C)n2C(=O)c1ccc(Cl)cc1,1%,17%,i,0.5,0.3%,0.4,87,-1%,-4%,6%,8%
O=C(OC(C(=O)NCC1CCCO1)c1ccccn1)c1cccs1 (centres undefined),-3%,-13%,i,10,-0.5%,-0.3,39,1%,1%,-2%,14%
Cc1cc(C(=O)NN)c2cc(Br)ccc2n1,-9%,3%,i,1.5,-0.2%,0.1,39,11%,-5%,0%,5%
CC(C)(C)[C@H]1C=C(C(=O)N2CCN(Cc3ccccc3)CC2)O[C@@H](OCc2ccc(CO)cc2)C1,-5%,-4%,i,0.9,3.8%,6.3,96,17%,-1%,9%,1%
CCc1ccccc1NC(=O)CCN1C(=O)C2CC=CCC2C1=O (centres undefined),-5%,1%,i,1.7,-1.3%,0.1,67,6%,13%,3%,-2%
COc1ccc(NC(=O)Cn2c(CCC(=O)O)ccc2-c2ccccc2)cc1,-7%,1%,i,0.3,0.3%,0.4,57,-4%,0%,-7%,1%
O=C(Nc1ccccc1C(=O)OCC(=O)c1c[nH]c2ccccc12)c1ccco1,2%,21%,i,0.4,2.6%,13,63,-10%,3%,6%,-4%

# Compound activity from PubChem BioAssay.
